Lipid storage S3 – qHTS Assay for Lipid Storage Modulators in Drosophila S3 Cells; lipid storage change, negative = inhibition, % at the top dose, mostly 46.1 µM; hits show Potency in µM; Drosophila S3 cells, BODIPY lipid droplet fluorescence, 18-24 h; cells fed with added oleic acid; actives 0.64% (n = 320,000); AID 2685; active = well fitted inhibition curve with a large enough effect in the signal ratio, with a control signal flat, not every such curve was filed as active; inconclusive = small, poorly fitted or top-dose-only effect, or effect the other way, or a change in a side signal; the % refers to the signal ratio
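Laser-scanning cytometry quantifies lipid droplet accumulation (500–530 nm total intensity; droplet/cell object ratio) in oleic acid-fed (400 uM added) Drosophila S3 cells treated with a concentration series. 20 uM Triacsin C defined 100% inhibition.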
Lipid storage S3 cell count max – further read-out of Lipid storage S3, marked with its call; cell number change, %; measured here: cell count max response;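 cells counted by Cell Tracker Red CMTPX staining in the red channel; peak over a dose series mostly up to 46.1 µM; percent activity relative to internal control wells on each plate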
Active calls of the source: *; i = inactive; ? = inconclusive; . = no result given. % is set by controls: 0 for no effect and ±100 for the full control effect; potency is the fitted concentration of half-maximal effect. Only part of the results is shown, so the mix of outcomes need not match the whole.

Sample of the layout:
Results follow in this order: Lipid storage S3	Lipid storage S3 cell count max
- Cn1c(=O)oc2cc(S(=O)(=O)N3CCCC(C(=O)NCc4ccc5c(c4)OCO5)C3)ccc21 (stereo unspecified)
    ?	.
- CCOc1cc2c(cc1OCC)-n1cccc1C(c1ccc(OC)cc1)NC2 (stereo unspecified)
    ?	.
- COC(=O)C1=C(c2ccc(OC)c(OC)c2)C[C@@H]2CC[C@H]1N2C(=O)N1CCCC1
    2%	-4

This part in full, from the first entry:
Results follow in this order: Lipid storage S3	Lipid storage S3 cell count max
- Cn1c(=O)oc2cc(S(=O)(=O)N3CCCC(C(=O)NCc4ccc5c(c4)OCO5)C3)ccc21 (stereo unspecified)
    ?	.
- CCOc1cc2c(cc1OCC)-n1cccc1C(c1ccc(OC)cc1)NC2 (stereo unspecified)
    ?	.
- COC(=O)C1=C(c2ccc(OC)c(OC)c2)C[C@@H]2CC[C@H]1N2C(=O)N1CCCC1
    2%	-4
- CCOC(=O)C(O)(c1ccc(NC(=S)NC(=O)c2ccc(Cl)cc2Cl)cc1)C(F)(F)F (stereo unspecified)
    ?	.
- O=C1/C(=C/c2ccc([N+](=O)[O-])cc2)N2CCC1CC2
    ?	.
- CC/C(=N\Nc1cccc2ccccc12)c1c(O)[nH]c(=O)[nH]c1=O
    ?	.
- O=c1c2ccccc2nc(/C=C/c2ccc(O)cc2)n1-c1ccccc1O
    ?	.
- CCOc1ccccc1N1C(=O)CC(=O)NC1=O
    ?	.
- COc1cc(OC)c2c(c1)O[C@@H](c1ccc(OC)c(OC)c1)[C@H](O)C2
    16%	-19
- CCCCCn1c(=O)c(C(=O)Nc2ccncc2)c(O)c2ccccc21
    ?	.
- O=c1cccc2n1CC1CNCC2C1 (stereo unspecified)
    ?	.
- CC(C)(C)c1ccc(C(=O)C2CCCN(Cc3ccon3)C2)cc1 (stereo unspecified)
    ?	.
- CC(C)(C)NC(=O)Cn1cc(C(=O)c2ccccc2F)c2ccccc21
    i	5
- CCCC12CN3CCN(CC(C3)/C1=N\NC(=O)c1ccncc1)C2
    9%	14
- O=C1NC(=O)C(=Cc2ccc(SC3CCCCC3)o2)C(=O)N1
    -23%	-4
- O=C(c1ccccc1)c1ccc(N=Nc2c(O)[nH]c(=O)[nH]c2=O)cc1
    ?	.
- Cc1cc(OC(C)C(=O)NCC(O)c2ccccc2)c2c3c(c(=O)oc2c1)CCCC3 (stereo unspecified)
    ?	.
- COc1ccc(C=C2C(=O)N(C)C(=O)N(C)C2=O)cc1CSc1ccccn1
    ?	.
- CC(=O)OC1=CC[C@H]2[C@@H]3CC[C@H]4C[C@H](OC(C)=O)[C@@H](OC(C)=O)C[C@]4(C)[C@H]3CC[C@]12C
    -5%	-14
- COc1ccccc1NC(=O)N1C[C@@H]2C[C@@H](C1)c1cccc(=O)n1C2
    -14%	-15
- CCSC(=O)N1CCCCCC1
    ?	.
- Cn1nccc1C(=O)N1CCC2(CC1)OCCO2
    -15%	0
- Nc1ccc(C2(c3ccc(N)cc3)CCCCC2)cc1
    ?	.
- Cc1ccc(O)c(CN2CCN(c3ccccc3)CC2)c1
    ?	.
- CCOc1ccc(C2(C#N)CC[N+](C)(C)CC2)cc1
    -3%	5
- CC1CCN(C(=O)COC(=O)c2cn(C)c3ccccc23)CC1
    -12%	-8
- CCn1c(O)c(C=NCc2cccs2)c(=O)[nH]c1=O
    ?	.
- Cc1cccc(C(=O)Nc2ccc3c(c2)CC2(C(=O)N(C)C(=O)N(C)C2=O)C2CCCN32)c1 (stereo unspecified)
    ?	.
- NC(=O)OCCSc1nnc(-c2cccc(C(N)=S)c2)o1
    -6%	8
- Cc1ccc(CNCCc2ccc(F)cc2)s1
    i	-12
- COc1ccc(-n2c(C)nc3ccccc3c2=O)c([N+](=O)[O-])c1
    3%	-6
- CCN1CCN(Cc2cccnc2)CC1
    ?	.
- O=c1cc(CN2CCNCC2)nc2sccn12
    ?	.
- CCN(C(=O)COC(=O)c1cc(C)n(C2CC2)c1C)c1ccccc1
    ?	.
- O=C(Nc1ccc(F)cc1)N1CC2CC(C1)c1cccc(=O)n1C2 (stereo unspecified)
    -6%	-4
- c1ccc2c(c1)CC1CNCc3cccc(c31)S2 (stereo unspecified)
    ?	.
- O=C(c1ccccc1[N+](=O)[O-])N1CCC2(CC1)OCCO2
    i	-5
- Cc1cc(/C=C2/C(=O)NC(=O)N(Cc3ccco3)C2=O)c(C)n1-c1ccc(C(=O)O)cc1
    ?	.
- CCCCn1c(=O)c(C(=O)Nc2cnccn2)c(O)c2ccccc21
    ?	.
- CN(C)Cc1ccccc1OC(=O)N(C)C
    i	37

Entries of single compounds, quoted from the list. Screens in order: Lipid storage S3, Lipid storage S3 cell count max
Cn1nccc1C(=O)N1CCC2(CC1)OCCO2 is listed with -15%, 0
NC(=O)OCCSc1nnc(-c2cccc(C(N)=S)c2)o1 is listed with -6%, 8
c1ccc2c(c1)CC1CNCc3cccc(c31)S2 (stereo unspecified) is listed with ?, .
Cc1cccc(C(=O)Nc2ccc3c(c2)CC2(C(=O)N(C)C(=O)N(C)C2=O)C2CCCN32)c1 (stereo unspecified) is listed with ?, .

Later entries
Results follow in this order: Lipid storage S3	Lipid storage S3 cell count max
- CC(C)CC12CN3CCN(CC(C3)C1O)C2 (stereo unspecified)
    ?	.
- CN(C)CCN(CC1CCCN(Cc2ccccc2F)C1)C(=O)Cc1ccc(F)c(F)c1 (stereo unspecified)
    44%	3
- CCOC(=O)c1c(C)n(Cc2ccco2)c2ccc(OC)cc12
    ?	.
- COc1ccc(C(C)=O)cc1CC(C(=O)c1ccccc1)N(C)C (stereo unspecified)
    1%	-1
- CN1C(=O)NC(=O)/C(=C\C=C\c2ccccc2[N+](=O)[O-])C1=O
    ?	.
- CC1=CC(C)C(COC(N)=O)(COC(N)=O)C(C)C1 (stereo unspecified)
    ?	.
- c1ccc2c3c(ccc2c1)OCC1CONC31 (stereo unspecified)
    ?	.
- Cc1nn(-c2ccccc2)c2c1CC1(C(=O)N(C)C(=O)N(C)C1=O)C1CCCCN21 (stereo unspecified)
    i	.
- Cc1c(OCC(F)(F)F)ccnc1CS(=O)c1nc2ccccc2[nH]1 (stereo unspecified)
    ?	.
- COc1ccc(-c2nc3ccccc3c(=O)n2-c2cccnc2)cc1
    ?	.
- CCn1cc(CN2CCCC(C(=O)c3cccc(OC)c3)C2)c(C)n1 (stereo unspecified)
    1%	22
- CCCNS(=O)(=O)c1ccc(OCC(=O)N2CCN(Cc3ccccc3)CC2)cc1
    ?	.
- CNC(=O)c1cccn(Cc2cccc(C(F)(F)F)c2)c1=O
    17%	9
- CCC(=NCCC(c1ccccc1)c1ccccc1)c1c(O)n(C)c(=O)n(C)c1=O
    5%	8
- Cc1cc(C)n2c(Br)c(CN3CC4CC(C3)c3cccc(=O)n3C4)nc2n1 (stereo unspecified)
    1%	6
- Nc1cc(N2CCNCC2)c([N+](=O)[O-])cc1Cl
    ?	.
- COc1ccc(N2C(=O)/C(=C/c3ccc(C)o3)C(=O)NC2=S)c(OC)c1
    ?	.
- Cc1ccc(Oc2cc(NN3CCCCC3)c([N+](=O)[O-])cc2[N+](=O)[O-])c([N+](=O)[O-])c1
    ?	.
- O=C(O)CP(=O)(O)c1ccc(Cl)cc1
    2%	3
- COc1ccc(C2C(C(=O)N3CCC4(CC3)OCCO4)CC(=O)N2c2ccc(OC)cc2)cc1 (stereo unspecified)
    i	.
- CCN(CC)Cc1c[nH]c2ccccc12
    0%	-13
- C=CCOC(=O)C1=C(C)OC(N)=C(C#N)C12C(=O)N(CN1CCOCC1)c1ccccc12 (stereo unspecified)
    ?	.
- COc1cc(OC)c(OC)cc1CNCCc1ccc(OC)c(OC)c1
    i	.
- COC(=O)C1=C(c2ccc(F)cc2F)C[C@@H]2CC[C@H]1N2C(=O)N1CCCCC1
    i	-2
- CCC(C)NC(=O)c1c(N)n(Cc2ccc3c(c2)OCO3)c2nc3ccccc3nc12 (stereo unspecified)
    ?	.
- CN(C(=O)Oc1ccc(F)cc1)c1ccccc1
    i	-2
- O=C(Cn1c(=O)oc2ccccc21)N1CCN(c2ccc(N3CCOCC3)nn2)CC1
    ?	.
- CCN(CC)C(=O)c1ccc(NC(=O)c2ccc(N3CCCC3=O)cc2)cc1
    i	14
- CCN(CC)C(=O)Oc1cc(=O)n(C)c2ccccc12
    ?	.
- c1ccc(CNc2c3c(nc4ccccc24)CCC3)cc1
    ?	.
- COc1ccc(OP(=O)(Nc2ccccc2)Nc2ccccc2)cc1
    i	.
- Cc1[nH]c2ccccc2c1CCNCc1ccco1
    ?	.
- NP(=O)(Oc1ccccc1Cl)Oc1ccccc1Cl
    -9%	-5
- Brc1cc2c(cc1CN1CCN(c3ccccc3)CC1)OCCO2
    -19%	12
- O=C(Nc1ccc(F)c([N+](=O)[O-])c1)N1C[C@H]2C[C@@H](C1)c1cccc(=O)n1C2
    ?	.
- CCC(=NCC1CCCO1)c1c(O)n(-c2ccc(OC)cc2)c(=O)[nH]c1=O (stereo unspecified)
    9%	11
- CC(=NCc1ccc(F)cc1)c1c(O)n(C)c(=O)n(C)c1=O
    ?	.
- CC(Cc1ccccc1)[n+]1cc(/N=C(\[O-])Nc2ccccc2)on1 (stereo unspecified)
    ?	.
- O=C(Cn1cnc2ccccc2c1=O)NCCC(=O)N1CCC2(CC1)OCCO2
    ?	.
- Cn1c(O)c(C(c2ccccn2)c2c(O)n(C)c(=S)[nH]c2=O)c(=O)[nH]c1=S
    19%	-9
- COc1ccc(OC)c(NC2=NCCCS2)c1
    ?	.
- COc1ccc2c(c1)CC1(CN2C)C(=O)NC(=O)N(c2ccc(F)cc2)C1=O (stereo unspecified)
    ?	.
- O=C(c1cc(Br)ccc1Cl)N1CCC2(CC1)OCCO2
    -25%	-1
- O=c1[nH]c(=O)n(CCc2ccccc2)c(O)c1C=NCc1ccc2c(c1)OCO2
    ?	.
- FC(F)(F)c1ccc2c(c1)ncn2C1CCN(Cc2nnnn2C2CCCCC2)CC1
    ?	.
- Cc1cc(C)c(C2=NOC(O)(C(F)(F)F)C2)c(=O)[nH]1 (stereo unspecified)
    ?	.
- COc1ccc(C(CC(=O)N2CCC3(CC2)OCCO3)NS(=O)(=O)c2ccc(OC)cc2)cc1 (stereo unspecified)
    19%	-1
- CC(C)CC(=O)Nc1ccc(S(=O)(=O)N2CC3CC(C2)c2cccc(=O)n2C3)cc1 (stereo unspecified)
    ?	.
- COC(=O)C1=C(c2ccc(OC)c(OC)c2)C[C@@H]2CC[C@H]1N2C(=O)NCc1ccc(F)cc1
    ?	.
- O=C1NC(=O)N(Cc2ccc(F)cc2)C(=O)/C1=C\c1ccoc1
    -11%	.
- CN(C)c1ccc2c(c1)N=C(c1ccco1)OP2(=S)N1CCOCC1 (stereo unspecified)
    6%	0
- CC(=O)OC[C@]12CCC(C)=C[C@H]1O[C@@H]1[C@H](O)[C@@H](OC(C)=O)[C@@]2(C)[C@]12CO2
    ?	.
- c1coc(CNCCc2c[nH]c3ccccc23)c1
    ?	.
- C=CCn1c(O)c(/C=C/C=Nc2ccccc2)c(=O)[nH]c1=O
    i	.
- CC1CCCN(CC(=O)c2ccc(Cl)c(Cl)c2)C1 (stereo unspecified)
    -4%	15
- CCN(c1ccc(C(O)(C(=O)OC)C(F)(F)F)cc1)S(=O)(=O)c1ccc(C)cc1 (stereo unspecified)
    i	10
- O=c1oc2ccccc2n1Cn1c(=O)oc2ccccc21
    ?	.
- Cc1cc(-c2ccccc2)cc(-c2ccccc2)[n+]1CCc1ccccc1
    ?	.
- CCC1C(c2ccccc2)NC(c2ccccc2)CC1(O)c1ccc(F)cc1 (stereo unspecified)
    ?	.
- CCC(=NCC1CCCO1)c1c(O)n(-c2ccccc2)c(=O)[nH]c1=O (stereo unspecified)
    ?	.

Four entries out of the list, sorted by SMILES length, lowest first.
Results follow in this order: Lipid storage S3	Lipid storage S3 cell count max
- C=CCn1c(O)c(/C=C/C=Nc2ccccc2)c(=O)[nH]c1=O
    i	.
- FC(F)(F)c1ccc2c(c1)ncn2C1CCN(Cc2nnnn2C2CCCCC2)CC1
    ?	.
- CCN(c1ccc(C(O)(C(=O)OC)C(F)(F)F)cc1)S(=O)(=O)c1ccc(C)cc1 (stereo unspecified)
    i	10
- COC(=O)C1=C(c2ccc(OC)c(OC)c2)C[C@@H]2CC[C@H]1N2C(=O)NCc1ccc(F)cc1
    ?	.

Next section:
Results follow in this order: Lipid storage S3	Lipid storage S3 cell count max
- Cc1cccc(-n2c(-c3cccs3)nc3ccccc3c2=O)c1
    -8%	10
- CN1C(=O)N(C)C(=O)C2(Cc3ccccc3N3CCCC32)C1=O (stereo unspecified)
    ?	.
- O=C(c1ccc(F)cc1)N1CCC2(CC1)OCCO2
    i	.
- Cc1cccc(-n2c(O)c(C=Nc3ccc(S(N)(=O)=O)cc3)c(=O)[nH]c2=O)c1
    ?	.
- COC(=O)C1=C(c2ccc3ccccc3c2)C[C@@H]2CC[C@H]1N2C(=O)NC1CC1
    ?	.
- OCCNc1c2c(nc3ccccc13)CCCC2
    ?	.
- O=[N+]([O-])c1ccc(CNCCc2ccccc2)cc1
    7%	-10
- Cc1cccc(Cn2cc(C=O)c3ccccc32)c1
    -3%	0
- C=CCn1c(O)c(C(C)=NCCc2ccccc2)c(=O)[nH]c1=O
    ?	.
- CCC(=NCCN1CCOCC1)c1c(O)n(-c2ccccc2C)c(=O)[nH]c1=O
    ?	.
- C=C1[C@@H](C)[C@H]2[C@H](Cc3ccccc3)NC(=O)[C@]23OC(=O)/C=C/[C@H](O)CCC[C@@H](C)C/C=C/[C@H]3[C@@H]1O
    -1%	4
